HADH2 inh = blocks human hydroxyacyl-CoA dehydrogenase type II | Q99714 | recombinant HADH2, NADH fluorescence, beta-hydroxybutyryl-CoA | Potency, µM (highest dose often 57.1 µM), without a hit: top-dose activity change, negative = inhibition, most hits filed as inhibitors | actives 3.4% (n = 73,000) | AID 886; further: potency means the concentration at half of the fitted maximal effect; on the % scale 0 is the no-effect control and ±100 the full control effect; nearly all actives have a fitted effect of over 60% in size; many of its hits are not listed in these tables
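Activity measured as NADH fluorescence gain (360/450 nm), taken as the change between first and last reads of a 4-min kinetic run. Conditions: pH 9.0 Tris buffer, 20 nM E. coli-expressed His-tagged enzyme, 1 mM NAD+, 90 uM beta-hydroxybutyryl-CoA; 15-min compound preincubation.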
Tau fil binding = binds recombinant human tau filaments; P10636; recombinant tau filaments, thioflavin S fluorescence, 15 h; filaments grown with octadecylsulfate alongside compound; Potency, µM (series often up to 57.1 µM), for inactives: at the top dose activity change, negative = inhibition; actives 2% (n = 71,000); AID 596;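 further: potency means the concentration at half of the fitted maximal effect; on the % scale 0 is the no-effect control and ±100 the full control effect; actives lower thioflavin S fluorescence by blocking filaments or displacing dye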
Target sequence (P10636 whole entry, looked up): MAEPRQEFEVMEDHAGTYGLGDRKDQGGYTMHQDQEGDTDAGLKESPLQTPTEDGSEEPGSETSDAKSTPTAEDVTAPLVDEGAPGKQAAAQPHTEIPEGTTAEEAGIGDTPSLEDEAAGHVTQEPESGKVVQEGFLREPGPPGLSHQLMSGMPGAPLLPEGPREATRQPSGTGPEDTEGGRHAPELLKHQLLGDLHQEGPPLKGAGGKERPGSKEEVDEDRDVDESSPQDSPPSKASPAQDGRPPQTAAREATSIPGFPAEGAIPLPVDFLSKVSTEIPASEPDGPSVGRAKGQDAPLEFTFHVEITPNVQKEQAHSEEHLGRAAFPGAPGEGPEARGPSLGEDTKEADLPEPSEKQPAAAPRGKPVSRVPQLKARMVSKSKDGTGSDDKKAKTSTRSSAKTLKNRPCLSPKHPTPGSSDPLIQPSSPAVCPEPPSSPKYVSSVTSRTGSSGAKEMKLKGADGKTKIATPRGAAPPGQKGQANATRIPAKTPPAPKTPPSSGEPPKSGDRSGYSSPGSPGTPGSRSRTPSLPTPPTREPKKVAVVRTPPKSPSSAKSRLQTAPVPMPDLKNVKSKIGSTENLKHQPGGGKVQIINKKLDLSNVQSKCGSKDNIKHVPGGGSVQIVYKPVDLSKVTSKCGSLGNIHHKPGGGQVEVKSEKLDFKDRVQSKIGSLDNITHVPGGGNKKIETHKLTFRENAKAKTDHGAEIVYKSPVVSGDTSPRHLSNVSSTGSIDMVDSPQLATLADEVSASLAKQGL
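Quantitative HTS: thioflavine S signal from ODS-induced tau filaments, excited at 450 nm, emission 510 nm. Conditions: 1 uM tau, 30 uM ODS, 15 h at 37 C, pH 7.4.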
Casp1 inh = allosteric or competitive inhibitors of human caspase-1; Potency, µM (titrated, usually from 57.5 µM), for the others: at the top dose activity change, negative = inhibition, actives largely listed as inhibitors; AID 900; Caspase-1 enzyme, Ac-WEHD-AFC fluorogenic rate; actives 0.03% (n = 75,000);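 further: potency means the concentration at half of the fitted maximal effect; plate controls were vehicle for no effect and no substrate for full effect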
Target sequence (P29466 120-297 limits assumed): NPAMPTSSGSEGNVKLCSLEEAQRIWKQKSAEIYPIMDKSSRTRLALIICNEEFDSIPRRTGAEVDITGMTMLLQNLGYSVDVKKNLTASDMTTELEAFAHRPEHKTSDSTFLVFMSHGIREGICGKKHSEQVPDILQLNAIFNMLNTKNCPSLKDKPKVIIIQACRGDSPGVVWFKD
Target sequence (P29466 317-404 limits assumed): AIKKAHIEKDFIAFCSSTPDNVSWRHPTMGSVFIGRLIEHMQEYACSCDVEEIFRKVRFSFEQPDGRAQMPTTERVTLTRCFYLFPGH
ALOX15 inhib = 15-hLO (ALOX15) enzyme inhibition; P16050; actives 1.4% (n = 74,000); purified 15hLO-1, xylenol orange hydroperoxide absorbance; AID 887; Potency, µM (series often up to 57.1 µM), for inactives: at the highest dose activity change, negative = inhibition, usual class: inhibitors; further: potency means the concentration at half of the fitted maximal effect; on the % scale 0 is the no-effect control and ±100 the full control effect; nearly all actives have a fitted effect of over 55% in size
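Readout: Fe(III)-xylenol orange absorbance, 573-to-405 nm ratio as reaction progress. Enzyme 40 nM purified human 15hLO-1, substrate 50 uM arachidonic acid, 6 min RT after 15 min compound preincubation; Hepes pH 7.5 buffer with Triton X-100.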
BRCT PPI green = inhibitors of human BRCA1 BRCT-phosphoprotein interaction (green fluorophore) | actives 0.05% (n = 75,000) | BRCA1 BRCT-phosphopeptide binding, green fluorescence polarization | Potency, µM (highest dose often 76.9 µM), inactives show at the highest dose activity change, negative = inhibition, actives largely listed as inhibitors;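 further: potency means the concentration at half of the fitted maximal effect; plate controls were peptide without protein for full effect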
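Fluorescence polarization: His-tagged BRCT (~35 kDa BRCA1 C-terminus, 250 nM) bound to 100 nM fluorescein-labeled phosphorylated 10-aa BACH1 peptide, pH 7.3 phosphate buffer with DTT and Tween 20. Compounds incubated 12 min at room temperature; inhibition read as lowered polarization.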
Rhodamine fluor = compound autofluorescence in rhodamine spectral region; Rhodamine-region fluorescence, 547/598 nm, Tris buffer; hits give high values; max dye-equivalent concentration, M; actives 0.05% (n = 59,000); AID 594; in the data active means max dye-equivalent concentration above about 11 nM; inconclusive means between about 1.1 nM and that limit
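Steps: pin-transfer compounds into pH 8.0 Tris (100 mM), hold 15 min at room temperature, image with a 547/598 nm filter pair, and convert intensities to rhodamine-equivalent concentration using a six-point on-plate rhodamine series.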
USP2a inh = USP2a (human) protease inhibition. USP2a enzymatic assay, qHTS inhibition. actives 0.1% (n = 60,000). O75604. Potency, µM (top dose mostly 38.3 µM), without a hit: top-dose activity change, negative = inhibition, most hits filed as inhibitors;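 further: potency means the concentration at half of the fitted maximal effect; nearly all actives have a fitted effect of over 60% in size; plate controls were DMSO for no effect and NEM full inhibition control for full effect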
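Inhibition is measured in a cell-free coupled assay with 20 nM USP2 core, 20 nM Ub-PLA2 and 20 uM NBD C6-HPC, 2.5 h incubation. Activity normalized to NEM control.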
HEK293 cAMP cs = counter-screen for TSHR agonists: cAMP increase in parental HEK293; parental HEK293 CNG cAMP sensor, membrane potential fluorescence; Potency, µM (doses to about 57.1 µM), inactives show at the highest dose activation, usual class: activators; actives 2.5% (n = 73,000); further: potency means the concentration at half of the fitted maximal effect; % of control where 0% means no effect; nearly all actives have a fitted effect of over 55% in size
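Parental HEK 293 cells stably expressing a cAMP-gated CNG channel were loaded with membrane potential dye containing 100 uM RO 20-1724 for 60 min. Compound added for 30 min; depolarization read as fluorescence intensity at 590 nm.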
Caspase-7 inhib = caspase-7 (human) inhibition, allosteric or competitive; P55210; recombinant caspase-7, Ac-DEVD-AFC fluorescence rate; Potency, µM (highest dose often 57.5 µM), inactives show top-dose activity change, negative = inhibition, hits mostly inhibitors; actives 0.02% (n = 75,000); active means well fitted inhibition curve with a large enough effect in the main read-out, with a control signal flat, not every such curve was filed as active; inconclusive means small, poorly fitted or top-dose-only effect, or a change in a side signal; further: potency means the concentration at half of the fitted maximal effect; % of control where 0% means no effect
BRCT PPI red = BRCT-phosphoprotein interaction inhibition (red fluorophore); P38398; BRCT-phosphopeptide binding, red fluorescence polarization; Potency, µM (series often up to 76.9 µM), for inactives: at the highest dose activity change, negative = inhibition, usual class: inhibitors; actives 0.03% (n = 75,000); AID 892; further: on the % scale 0 is the no-effect control and ±100 the full control effect
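Fluorescence polarization: 100 nM His-tagged BRCA1 BRCT with 100 nM TAMRA-labelled phospho-BACH1 decapeptide, phosphate buffer pH 7.3 with 150 mM NaCl, DTT, 0.01% Tween 20; 12 min RT. Binding inhibition seen as FP decrease.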
Pol III holo inh = DNA polymerase III holoenzyme inhibition | reconstituted DNA polymerase III holoenzyme replication, biochemical | AID 603 | Potency, µM (highest dose often 57.1 µM), for the others: at the highest dose activity change, negative = inhibition | actives 0.25% (n = 71,000); further: potency means the concentration at half of the fitted maximal effect; on the % scale 0 is the no-effect control and ±100 the full control effect
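Reconstituted *E. coli* holoenzyme (0.35 nM Pol III, 1 nM beta, 154 nM SSB, 2 nM primase) was preincubated with compound for 15 min at RT. Synthesis on 1.4 nM ssM13Gori ran 35 min, then was stopped with PicoGreen/EDTA and read as dsDNA fluorescence.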
Active calls of the source: *; i = inactive; ? = inconclusive; nt = no result given; [ ] = remark or other dose. Unless noted, the call rests on the fitted dose curve; in most records, active means well fitted curve in the direction sought with a large enough effect; inconclusive means small, poorly fitted or top-dose-only effect, or another doubt; inactive means no such curve, though single readings can be large; an effect the other way counts as inactive or inconclusive. Some of the compounds tested. The share of hits here may be higher or lower than overall.

1) CCN=C(Nc1cccc(F)c1)SC1CC(=O)N(c2ccc(OC)cc2)C1=O (stereo not drawn)
2) Cc1ccc(-n2nnnc2SCC(=O)Nc2cccc(NC(=O)c3ccco3)c2)cc1C
3) Cc1c(N2C(=O)CSC23C(=O)Nc2ccccc23)c(=O)n(-c2ccccc2)n1C (stereo not drawn)
4) O=S1(=O)C=CC(Sc2nc3ccccc3[nH]2)C1 (stereo not drawn)
5) CN(C)CCCNc1oc(-c2ccc(Cl)cc2)nc1C#N
6) CN1CCN(C(=O)c2ccc(N(Cc3ccc(Cl)cc3)S(C)(=O)=O)cc2)CC1
7) Cc1cnn(-c2ccc3nnc(-c4ccc(Br)cc4)n3n2)c1
8) Cc1cc(F)c(F)c(C(=O)N2CCN(C)CC2)c1Cl

compound no.	1	2	3	4	5	6	7	8
HADH2 inh	5%	32%[activator]	-3%	-5%	?	18%	17%	18%
Tau fil binding	21%	469%	nt	2%	-1%	-9%	61%	3%
Casp1 inh	-3%	-5%	-2%	2%	-2%	-2%	-2%	-1%
ALOX15 inhib	-16%	-15%	3%	7%	8%	7%	4%	3%
BRCT PPI green	1.3%	-3.1%	-2.6%	-0.6%	0.0%	-1.9%	-0.1%	-1.2%
Rhodamine fluor	i	i	nt	i	i	i	nt	nt
USP2a inh	21%	34%[activator]	nt	?	0%	3%	4%	-8%
HEK293 cAMP cs	-28%	4%	-12%	7%	7%	18%	10µM*	10%
Caspase-7 inhib	-8%	1%	0%	1%	-2%	-4%	1%	0%
BRCT PPI red	0.3%	0.2%	-1.3%	0.3%	-1.3%	-0.4%	-0.5%	-0.4%
Pol III holo inh	-2%	-3%	nt	0%	-7%	-7%	-8%	0%

9) O=C(COC(=O)c1n[nH]c2ccccc12)NC(=O)NC12CC3CC(CC(C3)C1)C2
10) Cc1cc(-n2c(SCC(=O)NCc3cccs3)nc3n[nH]c(C)c3c2=N)ccc1Cl
11) O=c1n(Cc2ccccc2)c2cc(Cl)cnc2n1Cc1ccccc1
12) CCN(Cc1ccccc1)S(=O)(=O)c1ccc(C(=O)Nc2nnc(C3CC3)o2)cc1
13) Cc1cc(C(=O)OCC(=O)Nc2ccc(S(=O)(=O)N3CCOCC3)cc2)c(C)o1
14) CN(c1ccc(C(=O)N2CCc3ccccc3C2)cc1)S(C)(=O)=O
15) COc1ccc(OC)c(C(c2nnnn2C2CCCC2)N2CCc3ccccc3C2)c1 (stereo not drawn)
16) C=C(C)C1(O)OC(=O)C=C1OC (stereo not drawn)

compound no.	9	10	11	12	13	14	15	16
HADH2 inh	3%	-18%	13%	-12%	37%[activator]	6%	11%	nt
Tau fil binding	-18%	i	10%	-23%	8%	-4%	6%	nt
Casp1 inh	-1%	-4%	-4%	-1%	0%	2%	?	2%
ALOX15 inhib	-4%	-7%	-10%	81%[activator]	-4%	4%	-15%	-2%
BRCT PPI green	-2.4%	1.3%	1.7%	-1.8%	-3.2%	0.4%	2.4%	-0.5%
Rhodamine fluor	i	i	i	nt	i	i	i	nt
USP2a inh	21%	27%	-4%	nt	23%	4%	0%	-5%
HEK293 cAMP cs	13%	25%	?	27%	4%	1%	?	nt
Caspase-7 inhib	?	-6%	-3%	-3%	8%	0%	-15%	2%
BRCT PPI red	-0.3%	-2.2%	-1.4%	-0.6%	-3.2%	0.7%	-1.0%	-3.4%
Pol III holo inh	-3%	2%	-6%	-3%	-2%	-2%	-3%	nt

Results in Pol III holo inh, for some of the entries so far:
nr	molecule	Pol III holo inh
5	CN(C)CCCNc1oc(-c2ccc(Cl)cc2)nc1C#N	-7%
11	O=c1n(Cc2ccccc2)c2cc(Cl)cnc2n1Cc1ccccc1	-6%

New compounds follow.
17) Cc1ccc2[nH]c(=O)c(CNC(C)C)cc2c1
18) O=C(O)c1cc(S(=O)(=O)Nc2ccccc2C(=O)O)ccc1O
19) COC(=O)c1[nH]c2ccc(C)cc2c1NC(=O)CN1CCN(C(=O)c2ccccc2)CC1
20) CC(=O)N1C2CCCCC2S[C@H]2CCCCC21 (stereo partly drawn)
21) CCOc1ccccc1OCCn1nnc2ccccc21
22) CCCCCCOc1ccc(/C(N)=N/O)cc1
23) CCOc1cc(C(=O)Nc2nnc(C)s2)cc(OCC)c1OCC
24) CCCCn1c(SCC(=O)N2CC(C)CC(C)C2)nc2cc(S(N)(=O)=O)ccc21 (stereo not drawn)

compound no.	17	18	19	20	21	22	23	24
HADH2 inh	3%	0%	7.9µM*	-14%	-5%	-14%	-8%	4%
Tau fil binding	8%	10%	-4%	-2%	-5%	-19%	-13%	20%
Casp1 inh	-1%	0%	-1%	1%	-1%	2%	-3%	0%
ALOX15 inhib	6%	-9%	8%	2%	-4%	?	-7%	-1%
BRCT PPI green	-0.2%	0.0%	-1.6%	0.2%	-0.3%	3.0%	-0.8%	-1.2%
Rhodamine fluor	i	nt	i	i	i	i	nt	i
USP2a inh	-6%	-5%	26%	2%	5%	-20%	nt	23%
HEK293 cAMP cs	6%	16%	11%	20%	14%	5%	-2%	?
Caspase-7 inhib	1%	1%	2%	1%	-1%	0%	2%	0%
BRCT PPI red	0.7%	0.3%	0.1%	0.3%	0.0%	-0.3%	-0.6%	-2.4%
Pol III holo inh	-7%	-5%	0%	1%	-15%	-10%	-5%	-6%

25) Cc1nc(C)c(C(=O)C2=C(O)C(=O)N(CCN3CCOCC3)C2c2ccco2)s1 (stereo not drawn)
26) CCOC(=O)c1c(C)[nH]c(C(=O)OCC(=O)N2CCc3ccccc32)c1C
27) Cc1ccc(-n2ncc3c(=O)n(Cc4cccnc4)cnc32)cc1
28) CCOC(=O)c1[nH]c(C)c(C(=O)OCC(=O)NC(=O)NC(C)(C)C)c1C
29) COc1ccc(-c2ccc(CCC(=O)O)n2C(C)C)cc1
30) COc1ccc(C(=O)CSc2nnc(CNC(=O)c3ccc(OC)cc3)n2C)cc1
31) COc1ccccc1N1CCN(C(=O)c2cc(-c3ccc(Cl)c(Cl)c3)on2)CC1
32) COc1ccc(-c2cc(=O)c3c(O)cc(O)c(-c4cc(-c5cc(=O)c6c(O)cc(O)cc6o5)ccc4OC)c3o2)cc1
33) Cc1ccc2cc(CN(CCCN3CCOCC3)C(=O)NC3CCCCC3)c(=O)[nH]c2c1C

compound no.	25	26	27	28	29	30	31	32	33
HADH2 inh	2%	28%	18%	13%	-22%	-18%	2%	nt	-12%
Tau fil binding	15%	4%	5%	34%	-11%	4%	-3%	nt	18%
Casp1 inh	?	-1%	-2%	4%	?	0%	2%	0%	0%
ALOX15 inhib	-12%	10%	-1%	2%	?	-7%	-7%	-8%	-2%
BRCT PPI green	0.4%	-1.8%	-1.0%	-1.0%	1.9%	0.3%	-0.9%	-2.2%	0.4%
Rhodamine fluor	i	i	i	i	i	i	i	nt	i
USP2a inh	-9%	17%	8%	1%	12%	0%	8%	-94%	20%
HEK293 cAMP cs	3%	1%	13%	-1%	7%	?	11%	nt	?
Caspase-7 inhib	-13%	-4%	-1%	1%	-27%	1%	0%	-14%	0%
BRCT PPI red	2.0%	0.4%	-1.1%	0.7%	-0.9%	-2.1%	0.5%	-1.0%	-1.9%
Pol III holo inh	1%	-3%	-1%	0%	-2%	-3%	-1%	nt	-8%

Rewritten in markdown: part of the list above
| no. | smiles | HADH2 inh | Tau fil binding | Casp1 inh | ALOX15 inhib | BRCT PPI green | Rhodamine fluor | USP2a inh | HEK293 cAMP cs | Caspase-7 inhib | BRCT PPI red | Pol III holo inh |
| --- | --- | --- | --- | --- | --- | --- | --- | --- | --- | --- | --- | --- |
| 29 | COc1ccc(-c2ccc(CCC(=O)O)n2C(C)C)cc1 | -22% | -11% | ? | ? | 1.9% | i | 12% | 7% | -27% | -0.9% | -2% |
| 25 | Cc1nc(C)c(C(=O)C2=C(O)C(=O)N(CCN3CCOCC3)C2c2ccco2)s1 (stereo not drawn) | 2% | 15% | ? | -12% | 0.4% | i | -9% | 3% | -13% | 2.0% | 1% |

Assay outcomes deposited in PubChem by National Center for Advancing Translational Sciences (NCATS).
